ANO1 activ – TMEM16A chloride channel activators or potentiators, primary screen, cell-based, HTS. 340,000 tested, 0.3% active. Anoctamin-1 (Mus musculus), Q8BHY3. B-score at 10 µM. HEK293 TMEM16A/YFP-H148Q/I152L, iodide quench fluorescence; active compounds read low;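 active = fluorescence-ratio B-score plate-corrected deviation score at least 3 library SD below zero, with starting fluorescence score within 5 deviations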;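 also: channel opened by trigger with iodide after compound preincubation; score built on the fluorescence ratio of max minus min over baseline; more negative score means more quench and so TMEM16A activation or potentiation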
RGS4 pot – RGS4 potentiators or activators, primary screen, cell-based, HEK293 M3R inducible RGS4, calcium flux; 310,000 tested, 0.92% active; carbachol calcium flux Fluo4; active compounds read low; AID 463111, 2010; B-score at 10 µM;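 active = B-score of the integrated calcium signal more than 4 SD below the library mean, with starting fluorescence not abnormally high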;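 also: negative B-score means reduced calcium response which marks RGS4 activation or potentiation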
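Test system: HEK293 cells with stable M3R and inducible RGS4; also added: carbachol at ECmax as muscarinic agonist stimulus; schedule: dye loading 30 min 37 °C, buffer rest 30 min RT; technique: kinetic calcium fluorescence imaging with Fluo4-AM dye, 2 µM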
KCNQ1 act – potentiators or activators of KCNQ1 channel, primary screen, cell-based, thallium flux, high-throughput; 310,000 tested, 0.35% active; CHO-K1 KCNQ1, thallium flux FluxOR fluorescence; active compounds read high; B-score at 10 µM; AID 2648, 2010;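 active = fluorescence ratio B-score, a plate-corrected score, at least three library SD, with initial intensity B-score within 5 SD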
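Material: CHO-K1 cells stably expressing KCNQ1. Medium: assay buffer for compound exposure, DMSO matched across wells. Reagent: K+/Tl+ depolarizing stimulus. Compound dosing: single-concentration screen. Times: 37 °C overnight plating, 90-min dark dye load, 20-min compound pretreatment. Technique: FluxOR Tl+ flux fluorescence.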
KCNQ1 inh – inhibitors of human KCNQ1 channel, primary screen, cell-based, thallium flux, high-throughput; Potassium voltage-gated channel subfamily KQT member 1 (Homo sapiens), P51787; CHO-K1 KCNQ1, FluxOR thallium flux fluorescence; active compounds read high; B-score at 10 µM; 310,000 tested, 1.3% active;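 active = compounds whose thallium flux B-score, printed positive for inhibition, exceeds three library SD while starting fluorescence stays within three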;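 also: channel opened by potassium depolarization with thallium stimulus after 20 min compound exposure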
KCNK9 block – KCNK9 potassium channel inhibitors, primary screen, HEK293 cells, thallium flux | FluxOR thallium flux fluorescence; active compounds read low | B-score at 10 µM | 310,000 tested, 1.2% active | AID 488922, 2010;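 active = ratio B-score over 3 SD below the library mean, with starting fluorescence within 5 SD of its mean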;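 also: negative B-score means less thallium flux so channel inhibition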
KCNK3 inh – human KCNK3 channel inhibitors, primary screen, CHO cells, FluxOR thallium flux, B-score; AID 602410, 2012; B-score at 10 µM; FluxOR fluorescence; active compounds read low; 340,000 tested, 0.84% active; Potassium channel subfamily K member 3 (Homo sapiens), O14649;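 active = B-score under library mean minus 4 SD, starting fluorescence ratio at most library mean plus 5 SD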;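 also: more negative B-score means stronger inhibition of thallium flux through KCNK3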
hERG protect – hERG rescue from dofetilide block, primary screen, cell-based, CHO-hERG, FluxOR thallium flux, dofetilide IC70 | activation (rescue from dofetilide block), less the hit threshold, % at 10 µM | AID 1511, 2009 | 310,000 tested, 0.51% active | dofetilide IC70 present;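 active = activation above the mean of controls blocked by dofetilide plus 5 SD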;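 also: thallium influx through hERG after potassium depolarization seen as dye fluorescence rise; in these data hits start at about 4.7%; inactives centre near -7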
Target sequence (Q12809 whole entry, looked up): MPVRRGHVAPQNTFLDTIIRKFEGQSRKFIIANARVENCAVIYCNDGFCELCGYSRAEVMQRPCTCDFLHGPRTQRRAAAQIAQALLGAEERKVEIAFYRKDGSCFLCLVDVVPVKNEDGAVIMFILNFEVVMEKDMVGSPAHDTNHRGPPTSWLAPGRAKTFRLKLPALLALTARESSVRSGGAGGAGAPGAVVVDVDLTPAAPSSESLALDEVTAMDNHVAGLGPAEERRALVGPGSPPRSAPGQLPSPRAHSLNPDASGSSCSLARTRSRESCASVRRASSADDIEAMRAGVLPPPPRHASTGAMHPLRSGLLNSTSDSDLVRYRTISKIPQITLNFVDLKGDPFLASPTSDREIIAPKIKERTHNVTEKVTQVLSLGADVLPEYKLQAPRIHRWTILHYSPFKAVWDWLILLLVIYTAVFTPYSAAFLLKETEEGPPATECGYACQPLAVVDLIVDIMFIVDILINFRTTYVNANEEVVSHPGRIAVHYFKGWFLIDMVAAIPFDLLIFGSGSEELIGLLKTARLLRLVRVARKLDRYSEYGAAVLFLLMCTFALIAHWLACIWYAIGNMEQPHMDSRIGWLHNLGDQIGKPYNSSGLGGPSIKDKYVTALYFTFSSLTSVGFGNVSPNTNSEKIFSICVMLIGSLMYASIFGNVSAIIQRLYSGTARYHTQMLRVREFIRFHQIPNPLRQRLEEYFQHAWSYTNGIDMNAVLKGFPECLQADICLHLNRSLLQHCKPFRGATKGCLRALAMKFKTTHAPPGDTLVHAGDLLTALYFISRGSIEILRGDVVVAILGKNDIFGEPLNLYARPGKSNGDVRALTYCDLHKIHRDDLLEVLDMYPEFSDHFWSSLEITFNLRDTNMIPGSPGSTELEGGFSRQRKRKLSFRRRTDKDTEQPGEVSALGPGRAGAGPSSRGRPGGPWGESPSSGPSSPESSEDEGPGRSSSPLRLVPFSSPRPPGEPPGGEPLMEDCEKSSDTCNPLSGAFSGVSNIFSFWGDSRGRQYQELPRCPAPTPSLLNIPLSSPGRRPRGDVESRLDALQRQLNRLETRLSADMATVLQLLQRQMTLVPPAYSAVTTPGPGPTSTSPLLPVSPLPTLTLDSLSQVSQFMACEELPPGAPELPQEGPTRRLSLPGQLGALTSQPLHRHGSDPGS
RGS4 block – RGS4 inhibitors, primary screen, cell-based, HEK293 M3R inducible RGS4, calcium flux; B-score at 10 µM; Fluo-4 calcium flux; active compounds read high; triggered by carbachol at its EC20; 310,000 tested, 0.45% active; Regulator of G-protein signaling 4 (Homo sapiens), P49798;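 active = B-score, a plate-corrected calcium signal, over three deviations above library mean, with baseline fluorescence within five deviations of library mean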;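 also: RGS4 expression induced by doxycycline in cells with stable M3 receptor; B-score is computed from the integrated fluorescence ratio over baseline after carbachol; higher B-score means a larger calcium signal and so more RGS4 inhibition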
TMEM16A inh – TMEM16A chloride channel inhibitors, primary screen, cell-based, HTS | 310,000 tested, 1.2% active | normalized B-score (activity score, 25-100; higher = stronger inhibition) at 10 µM | AID 588511, 2011 | HEK293 TMEM16A/YFP iodide influx fluorescence, ionomycin;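 active = ratio plate-corrected score three or more library SD toward inhibition, starting fluorescence score within five deviations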;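 also: score derived from kinetic fluorescence span divided by baseline fluorescence per well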
HDAC3 inh – HDAC3 deacetylase inhibitors, primary screen, biochemical, fluorescence, cell-free homogeneous; AID 2718, 2010; 320,000 tested, 0.15% active; inhibition, % at 8.3 µM; recombinant HDAC3, fluorogenic peptide/trypsin coupled; in the data active = inhibition above about 26%, passing the limit was not always enough; inconclusive = no clear call, values can overlap the other calls
SKKanGAS inh – S. pyogenes SKKanGAS growth inhibitors in kanamycin, primary screen, streptokinase expression inhibitor project, SKKanGAS strain, BacTiter-Glo luminescence | 6 h | inhibition, % at 7.5 µM | 300,000 tested, 1.3% active;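 active = mean replicate score, as percent of positive control median, at least 50; inconclusive = mean below 50 but one replicate at or above 50; inactive = mean and every replicate below 50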;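 also: strain carries kanamycin resistance gene driven by streptokinase promoter and grows in 40 µg/ml kanamycin; loss of luminescence reflects streptokinase promoter inhibition or plain growth inhibition; 0% = median of DMSO wells and 100% = positive control at its reference dose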
Active calls of the source: *; i = inactive; ? = inconclusive; nt = not tested or not shown. Not a hit list; any-hit rate near 6.3%.

SMILES | ANO1 activ | RGS4 pot | KCNQ1 act | KCNQ1 inh | KCNK9 block | KCNK3 inh | hERG protect | RGS4 block | TMEM16A inh | HDAC3 inh | SKKanGAS inh
Cc1ccc2nc(N/N=C/c3ccco3)cc(C)c2c1 | i | i | i | i | i | i | -8 | i | i | -6 | 0
Cc1ccc(CNC(=O)CNC(=O)[C@@H]2Cc3ccccc3CN2)cc1 | i | i | i | i | i | i | -7 | i | i | -1 | 0
COC(=O)c1c(NC(=O)C2CCCCC2)sc2c1CC(C)(C)NC2(C)C | i | i | i | i | i | i | -13 | i | i | 4 | 2
Cn1c(SCC(=O)N/N=C/c2ccccn2)nnc1-c1ccccc1 | i | i | i | i | i | i | -4 | i | i | 10 | 1
Cc1ccc(N=CC2=C(O)CC(c3ccc(Cl)cc3)CC2=O)cc1 (configuration not stated) | i | i | i | i | i | i | -6 | i | i | -2 | 2
Nc1nnc(SCC(=O)Nc2ccc3c(c2)OCCO3)s1 | i | i | i | i | i | i | -18 | i | i | -1 | -6
O=[N+]([O-])c1ccc(Cl)c2c1C1C=CCC1C(c1ccccn1)N2 (configuration not stated) | i | i | i | i | i | i | -12 | i | i | 8 | 10
CCN1C(=O)[C@H]2[C@@H](c3ccc(-c4cccc(Cl)c4)cc3)N[C@@](Cc3ccccc3)(C(=O)OC)[C@H]2C1=O | i | i | i | i | i | i | -17 | i | i | -4 | 14
CCC(C)(C(=O)NC1CCCC1)N(C(=O)CNC(=O)c1ccccc1)c1c(C)n(C)n(-c2ccccc2)c1=O (configuration not stated) | i | i | i | i | i | i | -4 | i | i | -6 | -4
O=C1NC(c2ccc(Cl)cc2)=COc2ccccc21 | i | i | i | i | i | i | -9 | i | i | 5 | -3
O=C(CN1CCC(O)(c2ccccc2F)CC1)NCCc1c[nH]c2ccccc12 | i | i | i | i | i | i | -6 | i | i | nt | -10
Cc1cc(C(=O)O)ccc1NCc1cccnc1 | i | i | i | i | i | i | -4 | i | i | 4 | 3
C/C(CC(=O)Nc1ccc(N(C)C)cc1)=N\NC(=O)c1ccccn1 | i | i | i | i | i | i | -9 | i | i | 1 | -1
O=C(Nc1ccccc1)Nc1ccc(S(=O)(=O)N2CCCCC2)cc1 | i | i | i | i | i | i | -6 | i | i | 3 | 6
CCOC(=O)C1=C(C)N=C2SCCC(=O)N2C1c1cc(Br)ccc1OC (configuration not stated) | i | i | i | i | i | i | -5 | i | i | -13 | -4
Cc1ccc(C(=O)Nc2sc3c(c2C(=O)O)CCCCC3)o1 | i | i | i | i | i | i | 3 | i | i | -5 | 20
COC(=O)C(CCSC)NC(=O)c1cc2c(n(-c3ccccc3)c1=O)CCCC2=O (configuration not stated) | i | i | i | i | i | i | -14 | i | i | 0 | -3
CC(c1nnc(SCC(=O)Nc2ccc3[nH]c(=O)[nH]c3c2)n1Cc1ccccc1)N(C)C (configuration not stated) | i | i | i | i | i | i | -11 | i | i | 2 | -1
N#CC1=C(c2ccc(-c3ccccc3)cc2)COC1=O | i | i | i | i | i | i | -12 | i | i | 0 | 8
CN(Cc1ccccc1)C(=S)Nc1cccnc1 | i | i | i | i | i | i | -14 | i | i | -1 | 11
O=C(N/N=C/c1ccc(Cl)cc1)c1cc(-c2cccnc2)nc2ccccc12 | i | i | i | i | i | i | -4 | i | i | -3 | 3
COC(=O)CN(c1cccc(C)c1)S(=O)(=O)c1ccccc1 | i | i | i | i | i | i | -10 | i | i | 3 | -10
Nc1ccc(C(=O)NCCCSc2ccccc2)cc1[N+](=O)[O-] | i | i | i | i | i | i | -4 | i | i | 2 | -1
CC(C)C[C@@H]1NC(=O)[C@H](Cc2ccc(O)cc2)NC(=O)[C@H](CCC(N)=O)NC(=O)c2cc([N+](=O)[O-])cc(I)c2NCC[C@@H](C(N)=O)NC1=O | nt | i | i | i | i | nt | -6 | i | i | -5 | 1
O=C1C2C3C=CC(C2C(=O)N1c1nccs1)C1C(=O)N(c2nccs2)C(=O)C31 (configuration not stated) | i | i | i | i | i | i | -10 | i | i | 1 | -3
O=C(/C=C/c1cccc([N+](=O)[O-])c1)c1ccc2c(c1)OCCO2 | i | i | i | i | i | i | 3 | i | i | 1 | 1
NS(=O)(=O)c1ccc(NC(=S)Nc2ccc(Br)c(Cl)c2)cc1 | i | i | i | 8* | i | i | -11 | i | i | 11 | ?
CN(C(=O)c1cncc(Br)c1)C1C2CC3CC(C2)CC1C3 (configuration not stated) | i | i | i | i | i | i | -11 | i | i | 1 | 5
N#Cc1cn(Cc2cccc(Cl)c2)c2ccccc12 | i | i | i | i | i | i | -3 | i | i | -7 | 5
CCC(C)NC(=O)c1csc2c1CCCCC2 (configuration not stated) | i | i | i | i | i | i | -9 | i | i | 4 | 6
CCOc1ccc(-c2c(C(=O)N/N=C/c3ccc(O)cc3)nnn2-c2nonc2N)cc1 | i | i | i | i | i | i | -11 | i | i | nt | -7
CC(=O)NC(C)C(c1cccs1)N1CCN(c2ccccc2)CC1 (configuration not stated) | i | i | i | i | i | i | -7 | i | i | 3 | -9
O=C(c1c(Cl)nc2sccn12)N1CCN(c2cccc(Cl)c2)CC1 | i | i | i | i | i | i | -5 | i | i | 3 | -6
CCOC(=O)c1cc(NC(=O)Nc2nc3ccccc3s2)c(C)nc1C | i | i | i | i | i | i | -4 | i | i | -1 | -9
O=C(Nc1ccc(S(=O)(=O)N2CCN(c3ccccc3)CC2)cc1)c1cccs1 | i | i | i | i | i | i | 0 | i | i | 5 | 16
CC(C)C[C@H](NC(=O)c1[nH]cnc1C(=O)N[C@@H](Cc1ccccc1)C(=O)OCc1ccccc1)C(=O)OCc1ccccc1 | i | i | i | i | i | i | -3 | i | i | 7 | 14
Cc1ccc(Cn2nnc3c(=O)[nH]c(C4CCN(S(=O)(=O)c5ccc(F)cc5)CC4)nc32)cc1 | i | i | i | i | i | i | -10 | i | i | 6 | 19
O=C(CCC(=O)Nc1nnc(C2CCCCC2)s1)Nc1ccccc1 | i | i | i | i | i | i | -4 | i | i | 0 | -1
COc1ccc(Cl)cc1NC(=O)CN(C)C(=O)c1cn(-c2ccccc2)nc1-c1cccnc1 | i | i | i | i | i | i | -34 | i | i | -6 | 0
COC(=O)[C@@H]1C[C@@H]2CC[C@@H](O)C[C@@H]2N1Cc1ccc(Cl)cc1 | i | i | i | i | i | i | -6 | i | i | -6 | 1
O=C(NCCCCNC(=O)c1ccccc1F)c1ccccc1F | i | i | i | i | i | i | -10 | i | i | 5 | 6
CCOC(=O)CNC(=O)N1CCc2ccc(NC(=O)c3ccccc3Cl)cc2C1 | i | i | i | i | i | i | -6 | i | i | -3 | 0
CCN(CC(=O)Nc1c(F)cccc1F)C(=O)c1ccccc1F | i | i | i | i | i | i | -6 | i | i | -1 | 5
Cc1ccccc1C(=O)NCCSc1ccccc1 | i | i | i | i | i | i | -8 | i | i | -8 | 1
CCN(CC)CCN1C(=O)C(=O)/C(=C(/O)c2c(C)[nH]c(C(=O)OC)c2C)C1c1ccccc1OC (configuration not stated) | i | i | i | i | i | i | -4 | i | i | -5 | -19
O=C(CN1CCN(Cc2ccccc2Cl)CC1)N/N=C/c1ccco1 | i | i | i | i | i | i | -7 | i | i | 10 | -3
CSc1nnc2c3c4c(sc3c(=O)n(-c3ccccc3)n12)CC(C)(C)OC4 | i | i | i | i | i | i | 0 | i | i | 1 | -1
O=C1CC2C(CC(OC(=O)c3ccc(-c4ccccc4)cc3)C2CO)O1 (configuration not stated) | i | i | i | i | i | i | -2 | i | i | -7 | -1
COc1ccc([N+](=O)[O-])cc1NC(=O)CC1SC(=Nc2cccc(C)c2C)N(/N=C(\C)c2ccc(C)cc2)C1=O (configuration not stated) | i | i | i | i | i | i | -14 | i | i | 0 | 5
O=C1CC2(CCN(C(=O)c3cccc(F)c3)CC2)Oc2ccccc21 | i | i | i | i | i | i | -8 | i | i | 0 | -1
Cc1ccc(S(=O)(=O)N(C)C)cc1NC(=O)CSc1nc2ccccc2[nH]1 | i | i | i | i | i | i | -7 | i | i | 2 | -2
COc1ccccc1NC(=O)COc1ccc(C(=O)OCC(=O)N(C(C)C)C(C)C)cc1OC | i | i | i | i | i | i | -9 | i | i | 0 | -4
C=CCN1C(=O)/C(=C2/Sc3ccc(OC)cc3N2C)SC1=Nc1cccc(O)c1 | i | i | i | i | i | i | 1 | i | i | 3 | 0
O=C1c2cccnc2C(O)N1Cc1ccco1 (configuration not stated) | i | i | i | i | i | i | -4 | i | i | -2 | 1
O=C(NCc1ccccc1)c1cc(S(=O)(=O)N2CCC3(CC2)OCCO3)ccc1F | i | i | i | i | i | i | -8 | i | i | 0 | nt
O=C(Nc1ccc(Cl)c(S(=O)(=O)N2CCOCC2)c1)c1ccccc1-c1ccc(C(F)(F)F)cc1 | i | i | i | i | i | i | -10 | i | i | nt | 33
C(#CC1CCCCC1)c1ccc2c(c1)COc1c3ccccc3nn1-2 | i | i | i | i | i | i | -4 | i | i | 2 | 9
NS(=O)(=O)c1ccc(N/C=C\C(=O)c2ccc3ccccc3c2)cc1 | i | i | i | i | i | i | -9 | i | i | 1 | -16
CC(=O)Nc1cc(C)c(S(C)(=O)=O)c(C)c1 | i | i | i | i | i | i | 1 | i | i | 7 | 0
Cc1nc(-n2ncc(C#N)c2N)c2c3c(sc2n1)CCC3 | i | i | i | i | i | i | -7 | i | i | 8 | -21

High-throughput results from PubChem BioAssay.
